PLAP activator: activators of human placental alkaline phosphatase; P05187; purified PLAP enzyme, luminescent substrate read-out; hits give high values; activation fold at 20 µM; 1.2% of 96,000 active; AID 696; in the data active = activation fold above about 2
CYP2C9 activ: increases human cytochrome P450 2C9 activity | P11712 | recombinant CYP2C9, luciferin-H conversion, luminescence; hits give high values; factor 1 = untreated enzyme, 0 = blocked | activation factor at 5 µM | 1.4% of 96,000 active | AID 1024;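 active = activation factor of 2 or more for CYP2C9 at a 5 µM dose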;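 also: 0 = sulfaphenazole-blocked wells and 1 = vehicle-only wells; values of inactives mirror those of a sister screen read the other way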
MT1-MMP txn act: activates MT1-MMP transcription; HT1080 MT1-MMP promoter luciferase reporter, luminescence, overnight; hits give high values; activation factor at 10 µM; 0.16% of 86,000 active; AID 750;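 active = activation factor of at least 2 for MT1-MMP transcription at 10 µM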
CYP2C19 inh: blocks human cytochrome P450 2C19 | AID 778 | 21% of 96,000 active | CYP2C19 Supersomes, luciferin-H EGE luminescence, 30 min | inhibition, % at 5 µM | P33261;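 active = CYP2C19 inhibition above a set limit at 5 µM in the primary screen, cut at about 50% in these data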;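 also: plate controls were negative control wells for no effect and 2.5 mM tranylcypromine positive control for full effect; values of inactives mirror those of a sister screen read the other way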
CD11b adhes inh: inhibitors of human CD11b/CD18 binding to fibrinogen | inhibition, % at 10 µM | P05107+P11215 | 0.54% of 93,000 active | AID 1497 | K562 CD11b/CD18 adhesion to fibrinogen, ATPlite luminescence; Mn2+ added to activate the integrin;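 active = primary inhibition of 50% or more at 10 µM, then 40% or more on retest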; also: some results filed as inactive read as strong as hits
Pyk2 oligo antag: blocks oligomerization of human Pyk2 in cells; z-score (the deposit names both 25 µM and 10 µM); AID 1347419; 0.83% of 99,000 active; Q14289; Q293 cells, Pyk2 FERM NanoBiT luminescence; hits give low values;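 active = Z-score of -3 or lower, scaled per plate to the spread of control and sample wells; inactive = z-score above -3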;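 also: negative z-score means lost luminescence so less FERM oligomerization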
Target sequence (Q14289 whole entry, looked up): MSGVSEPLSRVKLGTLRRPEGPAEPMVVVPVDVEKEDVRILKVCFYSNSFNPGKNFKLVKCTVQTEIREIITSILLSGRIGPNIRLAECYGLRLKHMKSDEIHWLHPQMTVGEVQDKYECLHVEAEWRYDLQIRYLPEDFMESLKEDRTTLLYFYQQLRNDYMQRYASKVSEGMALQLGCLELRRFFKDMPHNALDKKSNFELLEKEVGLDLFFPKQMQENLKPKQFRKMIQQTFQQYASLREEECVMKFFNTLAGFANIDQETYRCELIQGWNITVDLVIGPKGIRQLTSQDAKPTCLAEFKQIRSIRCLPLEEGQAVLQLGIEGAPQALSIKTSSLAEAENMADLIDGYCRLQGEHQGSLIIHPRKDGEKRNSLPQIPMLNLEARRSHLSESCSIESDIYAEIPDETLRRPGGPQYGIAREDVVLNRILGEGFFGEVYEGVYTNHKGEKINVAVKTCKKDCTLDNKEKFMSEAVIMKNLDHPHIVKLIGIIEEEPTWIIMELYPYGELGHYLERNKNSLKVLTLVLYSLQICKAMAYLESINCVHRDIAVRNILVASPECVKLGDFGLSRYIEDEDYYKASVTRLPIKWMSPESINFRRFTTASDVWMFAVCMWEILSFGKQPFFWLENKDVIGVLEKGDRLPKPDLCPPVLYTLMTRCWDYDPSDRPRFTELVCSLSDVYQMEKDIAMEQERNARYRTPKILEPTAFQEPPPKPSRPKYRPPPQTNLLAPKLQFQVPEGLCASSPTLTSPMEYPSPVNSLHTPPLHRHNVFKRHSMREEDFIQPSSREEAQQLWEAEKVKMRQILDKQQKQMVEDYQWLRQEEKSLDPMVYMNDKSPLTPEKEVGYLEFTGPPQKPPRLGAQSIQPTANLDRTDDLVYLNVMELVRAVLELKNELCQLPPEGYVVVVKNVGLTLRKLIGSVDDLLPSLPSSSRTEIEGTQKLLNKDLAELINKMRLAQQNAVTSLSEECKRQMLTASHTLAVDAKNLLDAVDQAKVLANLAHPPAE
CD11b adhes enh: CD11b/CD18-fibrinogen binding enhancement | activation, % at 10 µM | P05107+P11215 | K562 CD11b/CD18 adhesion to fibrinogen, ATPlite luminescence | 0.07% of 93,000 active;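 active = 10 µM primary screen giving 50% or more activity, confirmed by 40% or more on retest at that dose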; also: strong numbers were not always called active; reference of the scale not given here
CYP2C19 activ: increases human CYP2C19 enzyme activity | P33261 | AID 1025 | activation factor at 5 µM | recombinant CYP2C19, luciferin-H EGE luminescence; hits give high values; 0 = fully inhibited enzyme, 1 = untreated enzyme | 96,000 tested, under 10 active;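 active = activation factor of at least 2 at 5 µM in the primary screen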;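 also: 0 = wells with 2.5 mM tranylcypromine and 1 = vehicle-only wells; values of inactives mirror those of a sister screen read the other way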
CYP2C9 inhib: inhibitors of human CYP2C9; CYP2C9 Supersomes, luciferin-H conversion, luminescence; 20% of 96,000 active; inhibition, % at 5 µM;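 active = blocking of liver enzyme CYP2C9 beyond about 50% at 5 µM, limit read from the data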; also: values of inactives mirror those of a sister screen read the other way
The depositor's hits bear a star; / = no result given. Hits appear at their usual frequency, and some 31% of all compounds hit somewhere here.

SMILES | PLAP activator | CYP2C9 activ | MT1-MMP txn act | CYP2C19 inh | CD11b adhes inh | Pyk2 oligo antag | CD11b adhes enh | CYP2C19 activ | CYP2C9 inhib
COc1ccc(-n2nc(C(=O)NCC(=O)NCc3ccc(F)cc3)c3ccccc3c2=O)c(OC)c1 | 0.9 | 0.5 | / | 19.7 | / | 0.63 | / | 0.8 | 50.7*
CCNc1[nH]c(=O)n(C)c(=O)c1N=O | 0.9 | 1.1 | / | -15.7 | -5.5 | 0.35 | -6.0 | 1.2 | -8.1
CCOc1ccccc1N(C(=O)CNC(=O)c1ccco1)C(C(=O)NC(C)(C)C)c1ccncc1 (centres undefined) | 1.5 | 0.7 | 1 | 38.5 | -3.0 | -0.57 | 2.3 | 0.6 | 30.5
CCOC(=O)C1CCN(CC(=O)N2C(C)CCCC2C)CC1 (centres undefined) | 1.7 | 0.9 | 1.1 | 63.0* | -0.4 | 3.18 | -4.7 | 0.4 | 8.9
Clc1cccc(-c2ccnc3nc(-n4cccc4)nn23)c1 | 0.9 | 0.6 | / | 36.4 | 0.6 | -0.28 | 7.4 | 0.6 | 41.4
COc1ccc(C(=O)COC(=O)CCn2nnc(-c3cccs3)n2)cc1 | 0.8 | 1.1 | 0.9 | 0.7 | 0.3 | 0.7 | -0.4 | 1 | -5.7
Cc1cc(-c2ccccc2)nc(N/N=C/c2ccco2)n1 | 0.9 | 1 | / | -5.2 | -3.1 | -0.2 | 0.5 | 1.1 | 0.5
CCCCC(=O)N(c1ccc(C)c(C)c1)C1C=CS(=O)(=O)C1 (centres undefined) | 1 | 0.7 | 1.2 | 27.1 | / | -0.73 | / | 0.7 | 28.8
O=C(CSc1nc(-c2ccccc2)c(-c2ccccc2)[nH]1)N1CCN(S(=O)(=O)c2ccccc2)CC1 | 1.9 | 0.2 | 1.1 | 86.4* | 0.9 | -1.31 | 0.7 | 0.1 | 79.8*
CC(C(=O)N=c1sc2ccccc2n1C)N1C(=O)C2CC=CCC2C1=O (centres undefined) | 1.9 | 0.4 | 1.2 | 80.0* | 14.2 | -0.69 | 2.3 | 0.2 | 57.9*
Cn1c(CCNC(=O)c2ccco2)nc2cc(NC(=O)NC3CCCCC3)ccc21 | 1.5 | 1 | 1.7 | 20.0 | -18.3 | 0.72 | 10.7 | 0.8 | 3.1
CCn1c(SCC(=O)Nc2nc3ccccc3s2)nnc1-c1ccc(Br)cc1 | 1.3 | 0.7 | 1.2 | 7.7 | -1.1 | 0.81 | 2.1 | 0.9 | 33.7
O=C(NCCCN1CCCC1=O)c1cc(NS(=O)(=O)c2ccc(F)cc2)cc(NS(=O)(=O)c2ccc(F)cc2)c1 | 1.6 | 0.8 | / | 0.5 | 14.7 | 0.56 | -3.4 | 1 | 22.0
O=C(COC(=O)C1COc2ccccc2O1)NC(=O)NC1CCCCC1 (centres undefined) | 0.8 | 0.9 | / | 1.8 | -1.1 | 1.03 | 2.8 | 1 | 13.8
O=C(c1cc2ccccc2oc1=O)N1CCN(c2ccc(N3CCOCC3)nn2)CC1 | 1.2 | 0.9 | 1.3 | -0.3 | -27.5 | / | 3.4 | 1 | 11.2
CCOC(=O)C1=C(Nc2ccccc2)OCC1=O | 1.2 | 1.1 | 1.1 | -12.8 | 8.1 | 0.17 | 2.0 | 1.1 | -6.7
COc1ccc(C(=O)CSc2nccc(=O)[nH]2)cc1 | 1.4 | 0.9 | 1.1 | -4.0 | 29.0 | -1.52 | -1.9 | 1 | 7.4
O=C(NCc1ccccc1)N1CCC(n2cnc3cc(F)ccc32)CC1 | 1.1 | 0.9 | 1.4 | -1.9 | 7.1 | -0.7 | -1.3 | 1 | 10.8
COc1ccc2oc(=O)c(C(=O)N3CCN(c4ccccc4C)CC3)cc2c1 | 0.9 | 1 | 1.4 | 0.7 | -23.3 | -0.62 | -0.3 | 1 | -0.5
COc1ccc(NS(=O)(=O)c2ccc(SC)cc2)cc1 | 1.3 | 0 | / | 100.0* | 22.5 | 0.03 | -3.4 | 0 | 96.1*
COC(=O)c1ccc(OCC(=O)c2ccccc2)cc1 | 0.8 | 0.7 | 1.1 | 74.9* | 6.8 | 0.4 | -4.3 | 0.3 | 29.9
Cc1cc(Nc2ccc(C)c(C)c2)n2nc(C)nc2n1 | 1.5 | 0.5 | 1 | 25.4 | -11.0 | / | -6.5 | 0.7 | 52.0*
CS(=O)(=O)N(CC(=O)N1CCc2ccccc2C1)Cc1ccccc1 | 2.2* | 0.2 | 1.1 | 86.3* | -28.8 | 1 | -2.2 | 0.1 | 80.1*
CCOc1ccc(C2C(C(=O)c3ccco3)=C(O)C(=O)N2CCN(C)C)cc1 (centres undefined) | 1.3 | 0.6 | 1.1 | 24.3 | -1.7 | / | -2.9 | 0.8 | 43.6
COCC(C)NC(=O)c1ccccc1OC(C)=O (centres undefined) | 1.1 | 1 | 1 | 6.6 | -8.8 | 1.4 | -4.0 | 0.9 | -4.7
CCOC(=O)N1CCN(C(=O)Nc2ccc3nc(-c4ccccn4)c(-c4ccccn4)nc3c2)CC1 | 1.4 | 0.9 | 1 | 9.5 | -47.7 | -2.06 | -1.6 | 0.9 | 13.6
Cc1ccc(-c2nnc(-c3ccc(NC(=O)c4cccs4)cc3)o2)cc1 | 0.9 | 0.4 | / | 22.1 | -6.2 | -0.15 | 161.1* | 0.8 | 56.4*
CCn1c(SCC(=O)c2ccccc2)nnc1-c1cc2cc(Br)ccc2o1 | 1 | 0.8 | 1 | 12.2 | -1.6 | -1.44 | 5.9 | 0.9 | 16.8
c1ccc(Nc2ncnc3sc4c(c23)CCC4)cc1 | 0.8 | 0.8 | / | 76.2* | / | -0.5 | / | 0.2 | 22.9
COc1cccc(NC(=O)c2ccncc2)c1 | 1 | 1 | 1.3 | 35.8 | -9.0 | -0.01 | 1.9 | 0.6 | 2.6
Clc1ccc(-n2ncc3c(NCCCn4ccnc4)ncnc32)cc1 | 1.3 | 0.1 | 1.8 | 94.6* | 5.0 | -0.72 | -0.7 | 0.1 | 92.6*
O=C(O)Cn1cc2c(n1)CCCC2 | 0.8 | 1 | 1.2 | 0.3 | -39.6 | 0.29 | -0.4 | 1 | 1.4
Cc1ccc(-c2nn3c(=O)c(C)nnc3s2)cc1 | 0.9 | 0.9 | 1.2 | 15.7 | -36.6 | -0.28 | 0.6 | 0.8 | 9.2
Cn1cccc1Cc1nnc(SCC(=O)Nc2ccc(F)cc2)n1CCc1ccccc1 | 1.6 | 0.7 | 1.1 | 37.6 | 2.3 | / | -1.0 | 0.6 | 30.6
Cc1noc(NS(=O)(=O)c2ccc(N/C=C\C(=O)c3ccncc3)cc2)c1C | 1 | 0.8 | / | 2.3 | -5.6 | -0.61 | -6.1 | 1 | 15.8
COc1ccc(Cn2nnnc2CN2CCc3ccccc3C2)cc1 | 0.9 | 0.4 | 1.2 | 87.9* | -14.7 | 0.14 | -3.1 | 0.1 | 64.4*
COc1ccc2c(c1)c1ncn(CCN3CCNCC3)c(=O)c1n2C | 1 | 0.9 | 1.2 | 3.8 | -0.6 | 0.51 | -1.6 | 1 | 5.0
CCCCNC(=O)CCC(=O)Nc1ccc2nc(N3CCOCC3)cc(C)c2c1 | 1.1 | 0.9 | 1.4 | 0.1 | -1.0 | 0.07 | 4.5 | 1 | 10.3
CCn1c(-c2cc(Br)cc(OC)c2O)nc2cc(S(=O)(=O)N(C)C)ccc21 | 1.7 | 0.6 | 1.2 | 0.8 | -6.1 | -0.29 | 0.8 | 1 | 35.7
CCOc1ccc(N2C(=O)CN=C2Nc2ccccc2F)cc1 | 1.1 | 0.9 | 1.1 | 3.7 | 11.5 | 0.2 | 4.6 | 1 | 7.5
CCCCn1c(SCC(=O)OCC)nc2c1c(=O)[nH]c(=O)n2C | 0.9 | 0.7 | 1 | -4.4 | 0.6 | / | 1.0 | 1 | 25.6
CC(C)CN(C(=O)CSc1nncs1)c1c(N)n(CC(C)C)c(=O)[nH]c1=O | 1 | 1.1 | 1 | -16.5 | 22.7 | -0.72 | 0.2 | 1.2 | -8.0
CCC1(C(=O)O)NC(c2cc(OC)ccc2O)C2C(=O)N(Cc3ccccc3)C(=O)C21 (centres undefined) | 1.1 | 1 | 1.1 | -1.3 | -12.5 | / | -1.9 | 1 | 3.2
CCc1ccc(NC(=O)c2noc3c2CCCCC3)cc1 | 1 | 1 | 1.4 | 4.0 | 6.5 | 0.04 | 50.1 | 1 | 1.8
Cc1nc(CC(=O)O)c(-c2ccccc2)s1 | 0.8 | 1 | 1.1 | -3.1 | -8.2 | 4.47 | 0.7 | 1 | 3.9
O=Nc1c(O)n(Cc2ccc(Cl)cc2)c2ccccc12 | 1.4 | 0.1 | / | 83.6* | / | -0.81 | / | 0.2 | 89.8*
C=CCOn1c(=O)c(=O)n(OCc2ccccc2)c2ccccc21 | 0.9 | 1 | 1.1 | 96.6* | -2.3 | -0.75 | -1.8 | 0 | -4.4
Cc1c(C(=O)N2CCN(c3ccc(F)cc3)CC2)sc2nc(-c3ccccc3)cn12 | 1.1 | 1.1 | 1 | 0.3 | -16.5 | 1.19 | -1.9 | 1 | -12.0
CCN1C(=O)c2cccc3c(NS(=O)(=O)c4ccc(NC(C)=O)cc4)ccc1c23 | 0.8 | 0.1 | 1.1 | 99.2* | -10.0 | -0.99 | -1.0 | 0 | 85.6*
N#C/C=C1\n2c(nc3ccccc32)OC12CCCCC2 | 0.7 | 0.7 | 0.9 | 27.4 | -3.0 | -0.25 | 0.7 | 0.7 | 31.6
CCOC(=O)CSc1nnc(CSc2nc3sc4c(c3c(=O)[nH]2)CCCC4)n1-c1ccccc1 | 1.2 | 0.3 | 1 | 74.1* | / | 1.69 | / | 0.3 | 69.6*
COc1ccc2c(C(=O)CN3CC(C)OC(C)C3)c[nH]c2c1 (centres undefined) | 1.1 | 0.8 | 1.2 | 53.0* | -19.4 | -0.72 | -3.9 | 0.5 | 21.1
CN1CCN(c2cc3c(c4c2[nH]c2ccccc24)C(=O)CC(C)(C)C3)CC1 | 1.6 | 0.2 | 1.1 | 60.7* | 16.5 | / | 8.8 | 0.4 | 78.5*
CC(/C=N/n1c(-c2ccccc2)n[nH]c1=S)=C\c1ccco1 | 1.1 | 0.9 | / | -3.2 | -20.1 | -0.66 | 2.5 | 1 | 11.7
Cc1snc(SCC(=O)c2ccc(Cl)cc2)c1C#N | 0.9 | 0.7 | / | 41.9 | -6.1 | 0.4 | -2.7 | 0.6 | 27.9
CCOC(=O)c1c(NC(=O)Cc2cccs2)sc(C)c1C | 0.8 | 0.5 | 1 | 24.5 | -10.2 | 0.25 | 4.2 | 0.8 | 45.2
COc1ccnc(Oc2ccc3ccccc3c2)c1C#N | 1 | 1 | / | 47.1 | -2.3 | 0.12 | -1.6 | 0.5 | -0.9
COc1ccc2[nH]cc(CCN=C3SCC(=O)N3C)c2c1 | 1.1 | 0.6 | 1.3 | 79.2* | -12.1 | -0.26 | -0.6 | 0.2 | 39.8

Three structures already listed, arranged by molecular weight, high to low.
SMILES | PLAP activator | CYP2C9 activ | MT1-MMP txn act | CYP2C19 inh | CD11b adhes inh | Pyk2 oligo antag | CD11b adhes enh | CYP2C19 activ | CYP2C9 inhib
Cc1c(C(=O)N2CCN(c3ccc(F)cc3)CC2)sc2nc(-c3ccccc3)cn12 | 1.1 | 1.1 | 1 | 0.3 | -16.5 | 1.19 | -1.9 | 1 | -12.0
O=Nc1c(O)n(Cc2ccc(Cl)cc2)c2ccccc12 | 1.4 | 0.1 | / | 83.6* | / | -0.81 | / | 0.2 | 89.8*
Cc1nc(CC(=O)O)c(-c2ccccc2)s1 | 0.8 | 1 | 1.1 | -3.1 | -8.2 | 4.47 | 0.7 | 1 | 3.9

Screens: PubChem BioAssay, Sanford-Burnham Center for Chemical Genomics
